GLD-1 RNA inh: GLD-1/TGE RNA complex disruptors, primary screen, biochemical, fluorescence polarization; inhibition, % at 5.96 µM; actives 0.44% (n = 320,000); purified GLD-1 + fluorescein TGE RNA; Female germline-specific tumor suppressor gld-1 (Caenorhabditis elegans), Q17339;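 active means percent inhibition above a per-plate cutoff, the plate mean of test compounds plus 3 SD, cut at about 30% in these data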;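 further: 0% = DMSO wells with GLD-1 and probe and 100% = wells lacking GLD-1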
MEX-5 binding: MEX-5 zinc finger RNA-binding disruptors – biochemical, C. elegans, fluorescence polarization, MLPCN library, primary screen; activity score (negative = inhibition of binding), % at 10 µM; AID 1832, 2009; MEX-5/FITC-TCR2 RNA binding; hits give low values; actives 0.38% (n = 300,000); Zinc finger protein mex-5 (Caenorhabditis elegans), Q9XUB2;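 active means inhibition past about -25% in most replicates, and total fluorescence under double the plate's negative control median, limit read from the data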;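 further: 0% = DMSO and -100% = 5 µM competing unlabeled TCR2 RNA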
Target sequence (Q9XUB2 whole entry, looked up): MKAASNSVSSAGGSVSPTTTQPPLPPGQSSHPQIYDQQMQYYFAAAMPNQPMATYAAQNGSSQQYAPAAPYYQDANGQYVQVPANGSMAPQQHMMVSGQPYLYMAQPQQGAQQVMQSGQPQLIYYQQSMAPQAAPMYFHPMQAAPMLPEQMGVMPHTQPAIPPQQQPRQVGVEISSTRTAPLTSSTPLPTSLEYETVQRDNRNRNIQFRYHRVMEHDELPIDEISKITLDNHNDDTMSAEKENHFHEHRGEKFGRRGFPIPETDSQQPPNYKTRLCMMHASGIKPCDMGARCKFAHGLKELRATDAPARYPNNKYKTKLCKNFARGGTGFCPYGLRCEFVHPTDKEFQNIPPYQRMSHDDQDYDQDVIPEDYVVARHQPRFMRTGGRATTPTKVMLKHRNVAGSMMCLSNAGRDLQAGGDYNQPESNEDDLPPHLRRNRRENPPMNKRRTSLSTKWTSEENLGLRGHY
Bcl-xL primary: inhibitors of human Bcl-xL, primary screen, biochemical, fluorescence polarization, HTS. GST-Bcl-xL / FITC-Bim BH3 peptide fluorescence polarization. inhibition, % at 10.9 µM. actives 0.7% (n = 320,000);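 active means inhibition above the mean of all tested compounds plus 3 SD, cutoff set per campaign, cut at about 30% in these data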;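 further: 0% = DMSO wells and 100% = unlabeled Bim-BH3 peptide competitor; inhibitors lower millipolarization by displacing the labeled peptide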
CR mimetic SO: reduction of superoxide in aged yeast, primary screen, HTS | S. cerevisiae aged cells, superoxide DHE fluorescence; hits give low values | superoxide response (% of plate mean), % at 10 µM | actives 0.18% (n = 330,000);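 active means superoxide response under a set limit, about three screen SD below normal, cut at about 65% in these data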;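 further: yeast aged for seven days with compound at 30 °C before DHE staining; 100% = average MFI of all compound-treated wells on the plate with controls excluded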
ZTA DNA inh: counter-screen for EBNA-1 inhibitors: inhibitors of Epstein-Barr virus ZTA | P03206 | ZTA-DNA binding, fluorescence polarization | inhibition, % at 11 µM | actives 0.15% (n = 320,000); in the data active means inhibition above about 33%
Target sequence (P03206 whole entry, looked up): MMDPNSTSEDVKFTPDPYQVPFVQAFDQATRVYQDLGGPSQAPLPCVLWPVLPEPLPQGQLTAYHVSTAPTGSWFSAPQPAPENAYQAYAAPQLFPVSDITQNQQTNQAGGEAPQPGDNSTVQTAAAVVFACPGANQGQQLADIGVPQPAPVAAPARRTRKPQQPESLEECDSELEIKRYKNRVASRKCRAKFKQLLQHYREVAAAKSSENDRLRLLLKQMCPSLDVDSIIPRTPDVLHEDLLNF
EBNA-1 inhibitor: EBNA-1 DNA-binding inhibitors, primary screen, biochemical, fluorescence polarization; actives 0.34% (n = 300,000); inhibition, % at 14.8 µM; in the data active means inhibition above about 28%
Efflux pump inh: inhibitors of Candida efflux pumps in yeast, primary screen, S. cerevisiae, Nile Red, multiplex. S. cerevisiae Candida pump triplex. actives 0.44% (n = 330,000). inhibition, % at 10 µM;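 active means plate passing quality check with inhibition over a set limit, or well fluorescence over plate mean plus 4 SD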;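 further: Nile Red retained in pooled yeast measured as flow cytometry median fluorescence; 0% = buffer negative control and 100% = Enniatin B positive control; higher means more Nile Red kept so more efflux inhibition; some compounds called inactive have numbers as strong as hits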
MCL1 BIM primary: inhibitors of MCL1 binding to BIM-BH3, primary screen, biochemical, fluorescence polarization; inhibition, % at 10.9 µM; GST-MCL1 / FITC-Bim-BH3 fluorescence polarization; Induced myeloid leukemia cell differentiation protein Mcl-1 (Homo sapiens), Q07820; actives 0.68% (n = 320,000); AID 2057, 2009;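 active means inhibition above the mean inhibition of all tested compounds plus 3 SD, set per campaign, cut at about 40% in these data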;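 further: 0% = DMSO wells and 100% = unlabeled Bim-BH3 peptide control; higher means more loss of mP so more displacement of Bim peptide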
Target sequence (Q07820 whole entry, looked up): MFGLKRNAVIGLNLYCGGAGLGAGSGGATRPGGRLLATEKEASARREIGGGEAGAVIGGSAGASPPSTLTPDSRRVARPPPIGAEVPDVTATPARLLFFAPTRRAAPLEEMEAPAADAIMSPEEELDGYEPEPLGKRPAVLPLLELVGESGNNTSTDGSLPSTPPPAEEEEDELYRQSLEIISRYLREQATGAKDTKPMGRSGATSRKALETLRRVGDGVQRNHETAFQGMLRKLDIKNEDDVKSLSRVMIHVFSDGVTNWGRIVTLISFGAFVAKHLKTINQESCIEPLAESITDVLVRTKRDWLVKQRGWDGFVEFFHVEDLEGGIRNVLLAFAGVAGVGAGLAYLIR
Fam108B counter: mouse Fam108B serine hydrolase inhibitors, primary screen, counter-screen for RBBP9 inhibitor project, biochemical, fluorescence polarization | recombinant Fam108B, FP-Rh probe fluorescence polarization | inhibition, % at 9.51 µM | actives 0.33% (n = 300,000) | AID 1947, 2009;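 active means inhibition above the screen mean inhibition plus 3 SD, computed separately per campaign, cut at about 18% in these data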;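 further: inhibitors lower polarization as less probe binds the enzyme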
Numbers without * were called inactive; nt = not tested or not shown.

No.	Compound	MEX-5 binding	Fam108B counter	MCL1 BIM primary	Bcl-xL primary	CR mimetic SO	Efflux pump inh	ZTA DNA inh	GLD-1 RNA inh	EBNA-1 inhibitor
1	CC(C)Cc1cc(CNC(=O)C2CCC(=O)N(CCc3cccc(F)c3)C2)on1 (stereo not given)	1.4	-5	-7	1	91	0.1	5	3	0
2	CCOC(=O)C(=O)N1CCN(c2nc(-c3ccc(Cl)cc3)cs2)CC1	0.2	-2	-3	3	118	0.0	7	-2	-5
3	O=C(c1ccc(S(=O)(=O)N2CCOCC2)cc1)N(Cc1ccco1)Cc1cccs1	2.3	-8	-2	2	103	0.2	-3	0	1
4	CC1CN(S(=O)(=O)c2cccc(C(=O)NCC3COc4ccccc4O3)c2)CC(C)O1 (stereo not given)	nt	nt	4	4	83	-0.1	13	8	nt
5	COc1cccc(C2SCC(=O)N2c2ccc(Cl)cc2)c1OC (stereo not given)	3.2	0	5	0	93	-0.5	-20	1	-5
6	O=C(NC1=NCCS1)c1cccc(S(=O)(=O)N2CCc3ccccc32)c1	-3.3	5	-6	-2	99	0.0	3	-7	-2
7	COc1ccc(CN2CC[C@H]3C=CC[C@@H](C(=O)NCCc4ccccc4)[C@H]3C2=O)cc1OC	0.5	-2	-2	-4	92	0.0	1	3	-1
8	c1ccc(Cc2nn3c(-c4ccncc4)nnc3s2)cc1	2.8	1	3	2	97	0.0	3	1	-1
9	COc1ccc(Cc2nc(-c3cccnc3)no2)cc1OC	0.0	-11	-5	-3	95	0.0	7	5	6
10	CCCS(=O)(=O)n1nc(-c2ccc(C)cc2)cc1N	3.7	-2	0	1	103	0.5	2	3	-4
11	O=C(c1cccc(F)c1)N1CCN(c2ccc([N+](=O)[O-])c(N3CCOCC3)c2)CC1	0.2	-1	1	1	105	0.2	-3	2	-3
12	CC(=O)N1CCc2cc(Br)cc(S(=O)(=O)NCCCN3CCCC(C)C3)c21 (stereo not given)	-0.3	9	0	2	97	0.0	-11	0	11
13	O=C(COc1ccc(Cl)cc1Cl)Nc1ccc(C(=O)Nc2ccccc2C(=O)O)cc1	1.4	-25	1	9	89	-0.1	1	7	-1
14	CCCC(=O)N1CCN(c2nnc(-c3ccccc3)c3ccccc23)CC1	-1.4	-2	11	6	104	-0.1	-1	1	6
15	Cc1ccccc1OCC(=O)NC1=NCCS1	1.0	-3	4	0	103	0.1	4	-7	5
16	CC(C)Nc1nc(-c2ccccc2)nc(-n2ccnc2)n1	0.1	0	-4	-3	93	0.3	8	8	0
17	COc1ccc(CN2CCCC(C(=O)N3CCCC3)C2)c(OC)c1 (stereo not given)	1.0	-2	-3	1	100	0.2	7	5	-12
18	CN(Cc1ccc2c(c1)OCO2)C(=O)c1cc(-c2ccccc2)c(N2CCOCC2)s1	nt	nt	-1	3	109	-0.1	12	-1	nt
19	CCCCOC(=O)N/N=C/C=C/c1ccccc1	-1.4	-2	-3	4	96	0.0	-27	7	-4
20	Cc1cc(C)n(-c2ccc([N+](=O)[O-])cc2-c2nn[nH]n2)n1	-0.4	-1	-1	-4	118	-0.1	-15	6	3

Three compounds from above, arranged by molar mass, high to low:
No.	Compound	MEX-5 binding	Fam108B counter	MCL1 BIM primary	Bcl-xL primary	CR mimetic SO	Efflux pump inh	ZTA DNA inh	GLD-1 RNA inh	EBNA-1 inhibitor
18	CN(Cc1ccc2c(c1)OCO2)C(=O)c1cc(-c2ccccc2)c(N2CCOCC2)s1	nt	nt	-1	3	109	-0.1	12	-1	nt
5	COc1cccc(C2SCC(=O)N2c2ccc(Cl)cc2)c1OC (stereo not given)	3.2	0	5	0	93	-0.5	-20	1	-5
19	CCCCOC(=O)N/N=C/C=C/c1ccccc1	-1.4	-2	-3	4	96	0.0	-27	7	-4

(more compounds)
No.	Compound	MEX-5 binding	Fam108B counter	MCL1 BIM primary	Bcl-xL primary	CR mimetic SO	Efflux pump inh	ZTA DNA inh	GLD-1 RNA inh	EBNA-1 inhibitor
21	COc1ccc(CCN2C(=O)c3ccccc3NC2c2cc(Cl)c(O)c(OC)c2)cc1 (stereo not given)	3.0	-3	-5	0	125	0.1	3	2	-21
22	O=S(=O)(c1ccc(F)cc1)N1CCN(c2ccc(-c3ccccc3)nn2)CC1	-1.7	4	-3	-6	116	0.1	10	3	14
23	CCOc1ccc(OCC(=O)Nc2ccc(S(N)(=O)=O)cc2)cc1	3.0	-3	-9	4	103	0.1	-2	1	2
24	CCC(=O)OC1(C#CCOc2ccc(OC)cc2)CCN(C)CC1	1.1	3	2	-1	99	-0.1	-11	4	-2
25	NS(=O)(=O)c1cccc(NC(=O)CSc2nnc(C3CC3)n2Cc2ccccc2)c1	-0.7	-2	3	4	87	-0.1	-2	-9	-4
26	CCN(CC)CCn1c2ccc(Cl)cc2c2nc(C)sc21	1.5	3	1	1	85	-0.1	5	0	5
27	O=C(Nc1nc2ccccc2[nH]1)c1ccc(Br)o1	0.8	6	-1	-13	87	-0.1	0	4	7
28	Cc1ccc(-n2nccc2-c2nn(-c3cccc(C(F)(F)F)c3)c(=O)n(C)c2=O)cc1	2.3	-2	0	3	81	-0.1	2	0	4
29	CN(C1CCCCC1)S(=O)(=O)c1ccc(S(=O)(=O)N2CCN(CCC#N)CC2)cc1	-1.1	4	4	4	91	-0.1	-4	-1	-7
30	CCOc1ccc(Nc2nc(N)c([N+](=O)[O-])c(N3CCN(C)CC3)n2)cc1	0.9	-4	-1	1	102	0.0	-2	-5	5
31	O=S(=O)(Cc1ccccc1)N1CCc2ccccc21	4.7	-67	13	11	99	2.7*	12	8	6
32	CC(C)Oc1ccc(S(=O)(=O)N(C(C)C)C(C)C)cn1	1.5	0	5	2	89	0.0	8	8	-1
33	CSCCC(NS(=O)(=O)c1ccc(Cl)cc1)C(=O)OCC(=O)c1c(C)[nH]c2ccccc12 (stereo not given)	-1.9	-25	-14	-12	107	0.5	0	4	-13
34	Cc1ccc([N+](=O)[O-])cc1S(=O)(=O)Nc1ccc(N2CCOCC2)cc1	1.8	-1	-5	-4	117	0.3	-8	7	-6
35	COc1ccc(N2CCN(C(=O)CN3CCN(C(c4ccccc4)c4ccccc4)CC3)CC2)cc1	-0.4	-4	6	9	85	0.0	-11	2	0
36	O=C(Cc1cccs1)N1CCN(c2ccc([N+](=O)[O-])cc2)CC1	1.6	4	6	-1	91	0.3	16	-6	4
37	Clc1ccc(/C=N/Nc2nc(Cl)nc3ccccc23)cc1	-1.3	-1	4	4	133	0.5	8	-3	7
38	FC(F)(F)c1ccncc1-c1nnnn1-c1ccc(Cl)cc1	-1.0	3	8	4	105	0.0	-9	-1	-9
39	COc1ccc(CCNC(=S)NC2CCN(Cc3ccccc3)CC2)cc1	-0.2	1	5	1	107	-0.1	-12	3	0
40	Cn1nc(C(=O)NCC2COc3ccccc3O2)c2ccccc2c1=O (stereo not given)	nt	nt	8	3	88	0.0	-8	7	nt
41	O=C(Nc1ccc(Cl)c(C(F)(F)F)c1)[C@@H]1CC=C[C@@H]2CCN(C3CCCCC3)C(=O)[C@@H]21	1.9	3	9	4	98	0.1	-10	2	2
42	CSC1=NCCN1S(=O)(=O)c1ccc(NC(C)=O)cc1	1.1	5	10	3	112	0.0	-15	-3	1
43	Cc1ccc(S(=O)(=O)N(C)C)cc1NC(=S)N1CCCCC1CO (stereo not given)	-0.4	3	13	6	95	0.0	-12	8	-1
44	Cc1ccc(NC(=O)CC(=O)NCCN2CCOCC2)cc1	-0.6	1	2	7	83	0.1	2	-4	6
45	CCN(CC(=O)Nc1cccc(F)c1)Cc1nc2ccccc2c(=O)[nH]1	1.1	-2	4	-4	92	-0.1	-14	-7	-2
46	COc1cc(Cl)c(C)cc1NC(=O)CC1CCCC1	1.6	0	0	1	99	0.0	-6	-4	6
47	CCn1cc(CCC(=O)NC(C)c2ccccc2)c2ccccc21 (stereo not given)	-5.1	-5	-9	1	96	0.0	-6	2	0
48	Cc1ccc(C2=NCCn3c2c2ccc([N+](=O)[O-])cc2[n+]3[O-])cc1	-3.3	0	0	6	82	0.0	6	-7	1
49	Cc1c(NC(=O)c2cc3c(s2)-c2ccccc2OC3)cccc1[N+](=O)[O-]	1.2	-5	9	7	96	0.0	-30	3	17
50	COc1ccc(F)cc1S(=O)(=O)Nc1cc2c3c(c1)CCC(=O)N3CCC2	-2.1	2	2	5	106	0.0	4	5	4
51	Cc1cc(C)cc(C(=O)N[C@@H](C)C(=O)N2CCC3(CC2)NCCc2[nH]cnc23)c1	-0.1	2	4	-1	84	0.0	-20	-7	1
52	CC(=O)Nc1ccc(S(=O)(=O)N(C)CC(=O)OCC(=O)NNC(=O)c2ccccc2F)cc1	-1.2	-3	-6	-2	110	-0.1	-9	2	-2
53	Cc1cc(C)cc(NC(=O)CSc2nc3ccccc3nc2N2CCCCC2)c1	4.6	-8	2	3	87	-0.1	-11	-2	-17
54	COCCNC(=O)CCn1nc(-c2ccc(Cl)cc2)ccc1=O	0.8	3	0	5	96	0.2	2	6	6
55	Cc1cccc2[nH]c(CN(C)C(=O)C3CCC(=O)N(CCc4ccccc4)C3)nc12 (stereo not given)	1.7	5	-2	-1	102	0.2	-5	8	0
56	Cc1ccccc1-c1nsc(SCC(=O)c2ccc(Cl)cc2)n1	0.3	10	-3	2	88	-1.2	-8	5	-7
57	O=C(NCCS(=O)(=O)N1CCN(c2ccccc2F)CC1)c1cccc(Br)c1	-0.3	0	-1	4	97	0.3	5	3	1
58	Cc1onc(-c2ccccc2)c1C(=O)N1CCOC12CCN(c1cccc(F)n1)CC2	0.9	-2	6	3	90	0.0	1	2	-1
59	CCN1CCN(c2nc3ccccn3c(=O)c2C=O)CC1	-7.8	5	30	31*	103	-0.1	2	11	-8
60	Cc1onc(-c2c(F)cccc2Cl)c1C(=O)Nc1sc2c(c1C(N)=O)CCC2	1.6	-2	-4	0	88	0.0	-15	9	8

Limited to MEX-5 binding, for 4 of the compounds above:
entry | smiles | MEX-5 binding
44 | Cc1ccc(NC(=O)CC(=O)NCCN2CCOCC2)cc1 | -0.6
45 | CCN(CC(=O)Nc1cccc(F)c1)Cc1nc2ccccc2c(=O)[nH]1 | 1.1
46 | COc1cc(Cl)c(C)cc1NC(=O)CC1CCCC1 | 1.6
47 | CCn1cc(CCC(=O)NC(C)c2ccccc2)c2ccccc21 (stereo not given) | -5.1

Pulled by compound from above, 3 records:
No.	Compound	MEX-5 binding	Fam108B counter	MCL1 BIM primary	Bcl-xL primary	CR mimetic SO	Efflux pump inh	ZTA DNA inh	GLD-1 RNA inh	EBNA-1 inhibitor
25	NS(=O)(=O)c1cccc(NC(=O)CSc2nnc(C3CC3)n2Cc2ccccc2)c1	-0.7	-2	3	4	87	-0.1	-2	-9	-4
3	O=C(c1ccc(S(=O)(=O)N2CCOCC2)cc1)N(Cc1ccco1)Cc1cccs1	2.3	-8	-2	2	103	0.2	-3	0	1
53	Cc1cc(C)cc(NC(=O)CSc2nc3ccccc3nc2N2CCCCC2)c1	4.6	-8	2	3	87	-0.1	-11	-2	-17

Screens as filed in PubChem BioAssay.
